Screening data from PubChem.
FUS suppressor – suppressors of FUS proteinopathy in yeast; S. cerevisiae FUS-expressing, growth rescue, OD600, 24 h; Potency, µM (titrated, usually from 76.6 µM), for inactives: at the top dose growth rescue (activation), most hits filed as activators; 390,000 compounds, 0.24% hits; AID 1347120;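 also: plate controls were DMSO vehicle for no effect and reference control for full effect; nearly all actives have a fitted effect of over 55% in size; some results filed as inactive show a strong effect at the top dose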
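Read-out: OD at 600 nm after 24hr at 30C, reporting rescue of FUS-induced yeast toxicity. Cells at OD 0.005 in galactose (2%) minimal medium; compounds tested in a dilution series; CP55940 titration from 92uM final as control.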
PTHR1 agonist – PTHR1 (human) receptor agonism | HEK293 GP2 PTHR1 cells, GloSensor cAMP luminescence, 1 h | 410,000 compounds, 0.075% hits | AID 743266 | Potency, µM (highest dose often 115 µM), inactives show at the top dose activation, actives largely listed as activators; also: nearly all actives have a fitted effect of over 55% in size; some results filed as inactive show a strong effect at the top dose; inactives centre near -15; many of its hits are not listed in these tables
Target sequence (Q03431 whole entry, looked up): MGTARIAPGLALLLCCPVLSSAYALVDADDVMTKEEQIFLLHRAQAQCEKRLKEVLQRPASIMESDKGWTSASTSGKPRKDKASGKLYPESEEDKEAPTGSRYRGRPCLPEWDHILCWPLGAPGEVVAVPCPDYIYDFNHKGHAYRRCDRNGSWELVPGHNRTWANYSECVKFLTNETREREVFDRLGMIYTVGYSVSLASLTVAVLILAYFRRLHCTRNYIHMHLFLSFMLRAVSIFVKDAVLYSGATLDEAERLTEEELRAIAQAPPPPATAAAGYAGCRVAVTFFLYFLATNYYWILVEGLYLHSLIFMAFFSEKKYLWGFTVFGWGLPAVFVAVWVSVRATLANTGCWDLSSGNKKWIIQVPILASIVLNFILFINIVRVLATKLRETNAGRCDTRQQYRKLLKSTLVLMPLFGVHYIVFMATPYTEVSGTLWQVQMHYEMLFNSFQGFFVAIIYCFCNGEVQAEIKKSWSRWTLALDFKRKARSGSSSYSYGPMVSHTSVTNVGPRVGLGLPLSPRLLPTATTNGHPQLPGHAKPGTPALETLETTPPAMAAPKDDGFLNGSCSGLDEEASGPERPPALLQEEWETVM
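HEK-293-derived GP2 cells expressing PTHR1 and a GloSensor cAMP reporter, 3,000/well, plated overnight, given luciferin plus IBMX (each 0.5 mM as added) for 1 h at 37 °C, then compound for 1 h at 37 °C. Luminescence was read after 15 min at room temperature.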
TDP-43 yeast inh – rescues yeast growth from TDP-43 toxicity | TDP-43 expressing yeast growth rescue, BacTiter-Glo, 24 h | Potency, µM (doses to about 46.1 µM), without a hit: at the highest dose growth rescue (activation), hits mostly activators | 410,000 compounds, 1.8% hits | AID 652104; also: % of control where 0% means no effect; nearly all actives have a fitted effect of over 50% in size
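In this qHTS, compounds that restore growth of yeast expressing TDP-43 appear as activators. Cells (OD600=0.02, galactose medium, raffinose-pregrown) are incubated with compound 24 hr at 30 deg C and growth is quantified by BacTiter-Glo.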
An asterisk follows results filed as active; i = inactive; ? = inconclusive; [ ] = another dose, or the depositor's remark. Calls follow the shape of the dose curve; as a rule, active = well fitted curve in the direction sought with a large enough effect; inconclusive = small, poorly fitted or top-dose-only effect, or another doubt; inactive = no such curve, though single readings can be large; an effect the other way counts as inactive or inconclusive. Potency is read from the fitted curve at half-maximal effect.

molecule,PTHR1 agonist,TDP-43 yeast inh,FUS suppressor
O=C(NC1CCN(Cc2ccccc2)CC1)c1ccc(Cn2c(=O)c3ccccc3n(Cc3ccc(Cl)cc3)c2=O)cc1,-12.3%,14.2%,19.3%
CC(=O)C1=C(c2ccc(F)cc2)N(C(C)=O)n2c(nnc2C2CCCCC2)S1,i,12.3%,?
Cc1ccc(NC(=O)CN2C(=O)CCc3cc(S(=O)(=O)N4CCOCC4)ccc32)c(C)c1,i,0.0%,8.8%
CC(C)(C)CC(=O)NCC(c1ccc2c(c1)OCO2)N1CCN(c2ccccc2)CC1 (stereo not drawn),i,8.4%,1.1%
Cc1cc(C)n2c(Nc3ccccc3)c(-c3ccccc3)nc2n1,-8.8%,19.3%,-4.7%
Cc1ccc(NC(=O)c2cccc(NC(=O)N3CCSc4ncccc43)c2)cc1F,i,12.2%,-5.9%
COCCN1Cc2cccc(C(=O)Nc3ccc(C)c(F)c3)c2C1=O,-40.6%,12.6µM*,-10.1%
CCOC(=O)C1CCCN(C(=O)c2cccc(NC(=O)c3nsc4ccccc34)c2)C1 (stereo not drawn),-87.6%[inhibitor],?,?
COc1ccc(-n2ccnc(NCc3cccs3)c2=O)cc1OC,-5.3%,18.1%,13.7%
O=C(Nc1cc(Cl)cc(Cl)c1)c1ccc(F)c(S(=O)(=O)N2CCc3ccccc32)c1,-77.0%[inhibitor],12.3%,1.3%
COc1ccc(CCNC(=O)CCCn2c(=O)c3ccccc3n(CC(=O)Nc3ccccc3C)c2=O)cc1OC,-15.4%,0.0%,9.8%
COc1ccc(OCC(=O)NCC(c2ccc(Cl)cc2)N2CCCCC2)cc1 (stereo not drawn),i,16.8%,23.9%
Cc1ccc(CN2CCc3nc(Nc4ccc5c(c4)OCCO5)ncc3C2)cc1,-15.9%,9.3%,2.5%
CCOc1ccccc1NC(=O)Cc1coc2c(C)c(C)ccc12,-44.4%[inhibitor],-15.2%,-7.8%
CCOC(=O)c1ccccc1NC(=O)CSc1nc2cn(CC)nc2c(=O)n1Cc1ccc(Cl)cc1,-7.6%,15.2%,1.5%
CCCCOC(=O)c1ccc(OC(=O)c2sc3ncn(Cc4ccccc4Cl)c(=O)c3c2C)cc1,i,20.5%,-1.8%
Cc1cccc(C)c1NC(=O)CSc1ncc2c(n1)-c1ccc(Cl)cc1N(Cc1ccccc1)S2(=O)=O,-29.3%,10.8%,4.8%
Cc1cccc(Oc2ccc(NC(=O)CCC(=O)OCC(=O)c3ccc(Br)cc3)cc2)c1C,i,?,13.6%
CC(C)CCNC(=O)CN1C(=O)CCn2nc(-c3cn(C)c4ccccc34)cc21,-20.9%,16.8%,5.1%
CCOc1ccc(CNS(=O)(=O)c2ccc3c(c2)CC(C)N3C(C)=O)cc1OC (stereo not drawn),-37.1%,10.8%,-5.5%
CC(=O)c1ccc(N2CCN(S(=O)(=O)c3ccc4c(c3)C(C)(C)C(=O)N4)CC2)cc1,-27.7%,10.6%,14.0%
O=C(NCCc1ccc(F)cc1)C(=O)NCC(c1ccc2c(c1)OCO2)N1CCOCC1 (stereo not drawn),-19.9%,12.3%,-5.4%
CC(C)c1nn2c(=O)cc(COC(=O)CNC(=O)c3ccccc3Cl)nc2s1,-4.0%,5.2%,1.4%
CCOc1ccc(NCc2cccn2-c2nnc(N3CCC(C(=O)NCCc4ccc(OCC)c(OCC)c4)CC3)s2)cc1,-18.9%,9.5%,?
CCC(=O)C1=C(c2ccc(F)cc2)N(C(=O)CC)n2cnnc2S1,i,?,16.4%
CCCSc1nc2c(c(=O)[nH]1)C(c1ccc(O)c(OCC)c1)CC(=O)N2 (stereo not drawn),-4.5%,10.2%[9.22 µM],0.1%
CC1CN(S(=O)(=O)c2ccc3c(c2)NC(=O)CC(=O)N3)c2ccccc2O1 (stereo not drawn),i,-2.7%,2.2%
CC(=O)N1CCc2c(sc3c2c(=O)n(-c2ccccc2)c(=O)n3CC(=O)c2ccc(F)cc2)C1,-8.6%,-8.7%,-1.0%
O=C(NCCCN1CCN(c2ccc(F)cc2)CC1)C1COc2ccccc2C1 (stereo not drawn),-26.5%,-0.8%[9.22 µM],-19.6%
CCc1ccc(NC(=O)CCCc2nc(-c3ccco3)no2)cc1,-36.0%[inhibitor],28.0%,-11.4%
CN1C(=O)C2CCCCN2c2ccc(C(=O)NCc3ccccc3Br)cc21 (stereo not drawn),i,31.4%,-8.6%
CCOc1ccc(NC(=O)c2ccc(-c3ccccc3)s2)cc1,i,31.0%,-17.0%
COc1ccc(S(=O)(=O)Nc2cccc(-c3ccc(N4CCCC4)nn3)c2)cc1F,-11.4%,9.9%,14.8%
Cc1ccc(C(=O)COC(=O)CCC(=O)Nc2ccc(Oc3ccccc3)cc2)cc1,-20.0%,25.5%,19.0%
CCOc1ccccc1NS(=O)(=O)c1ccc2c(c1)CC(C)N2C(=O)C1CC1 (stereo not drawn),-93.5%[inhibitor],?,?
Cc1cc(C)c(NC(=O)Cn2c(=O)n(-c3ccc(F)cc3)c(=O)c3c(C)c(C(=O)N(C)C)sc32)c(C)c1,16.8%,24.1%,4.1%
Fc1ccc(C2=NC(c3cccc(C(F)(F)F)c3)=Nc3ccccc3N2)cc1,-18.8%,29.7%,29.9%
Cc1c(CC(=O)N2CCCCC2)c(=O)oc2cc3occ(C(C)(C)C)c3cc12,-19.1%,13.5%,-28.9%
COc1ccc(CCn2cc3c(c2-c2ccc(Br)cc2)c(=O)n(C)c(=O)n3C)cc1OC,i,2.3%,5.1%
Cc1ccc2occ(-c3cc(-c4ccc(Cl)cc4)nc4c3COc3ccccc3-4)c(=O)c2c1,-10.7%,-3.2%,9.9%
COc1ccc(-c2noc(CSc3nnc(C)n3-c3ccc(C)cc3)n2)cc1OC,-6.5%,22.7%,32.2%
Cc1ccc2[nH]c(CSc3nnc(NC(=O)COc4ccccc4C)s3)cc(=O)c2c1,-56.6%[inhibitor],-12.2%,13.9%
COc1ccc(C)cc1NC(=O)c1nnn(-c2c(C)cccc2C)c1C,i,22.2%,32.4%
CC(=O)N1CCc2c(sc3nc(SCC(C)C)n(-c4ccc(C)c(Cl)c4)c(=O)c23)C1,-5.2%,8.6%,?
CCOc1ccc(NC(=O)CSc2oc(-c3ccc(C)cc3)nc2S(=O)(=O)c2ccc(C)cc2)cc1,-4.3%,-23.3%,0.2%
CN(C)CCNC(=O)CN1N=C(c2ccccc2)CCC1=O,?,-6.7%,-3.3%
CCN(C(=O)c1cn(CC(C)C)c(=O)c2cc(OC)c(OC)cc12)c1cc(OC)ccc1OC,-6.4%,-14.8%,13.3%
COc1ccc(NC(=O)c2ccco2)cc1NC(=O)COc1ccccc1Cl,i,17.6%,12.0%
CCC(C)OC(=O)/C(C#N)=C\c1ccc(-c2cccc(C(F)(F)F)c2)o1 (stereo not drawn),i,8.7%,-2.0%
O=C(NCc1ccccc1Cl)c1ccc(Cn2c(=O)c3cccn3c3cccnc32)cc1,2.4%,7.7%,1.0%
COc1ccc(S(=O)(=O)c2cn(Cc3ccccc3)c3ccc(OC)cc3c2=O)cc1,-41.7%[inhibitor],-1.4%,-14.6%
COc1cc(C(=O)N2CCc3c([nH]c4ccccc34)C2c2ccc(F)cc2)cc(OC)c1OC (stereo not drawn),-17.3%,-5.7%,46.6%
Cc1cccc(Cn2cc3c(=O)n(CC(=O)Nc4cccc(C)c4C)nc-3c3cc(F)ccc32)c1,i,17.6%,-22.4%
Fc1ccc(Nc2nc3ccccc3n3cnnc23)c(F)c1,-2.9%,8.91µM*,7.2%
CCC(=O)N1CCc2cc(Br)cc(S(=O)(=O)N3CCC(C(=O)Nc4ccccc4CC)CC3)c21,i,24.8%,1.8%
O=C(OCc1cc(=O)n2nc(C3CC3)sc2n1)c1ccc(F)cc1,-23.2%,7.0%,-6.3%
O=C(CSc1nnc(-c2ccncc2)n1-c1ccccc1)Nc1ccc(Br)cc1,i,-0.9%,-5.4%
Cc1ccc(C(=O)Nc2cccc(C(=O)OCc3cc(=O)n4c5c(sc4n3)CCCC5)c2)cc1,-9.9%,9.2%,?
Cc1ccc2nc(N3CCN(c4cccc(Cl)c4)CC3)c(-n3nc(C)cc3C)nc2c1,-13.2%,29.9%,5.8%
O=C(c1ccc2c(c1)N(Cc1ccccc1)C(=O)c1ccccc1S2(=O)=O)N1CCc2ccccc21,-0.6%,27.6%,30.8%

Following part:
molecule,PTHR1 agonist,TDP-43 yeast inh,FUS suppressor
Cc1ccc(OCCn2c(C3CC(=O)N(Cc4ccc(F)cc4)C3)nc3ccccc32)c(C)c1 (stereo not drawn),-34.8%[inhibitor],?,?
C=Cc1ccc(Cn2c(=O)n(-c3cccc(Cl)c3)c(=O)c3c4c(sc32)CN(C(C)=O)CC4)cc1,-14.3%,12.0%,?
CCc1ccc(-n2nc(C)c3c(C)cc(=O)n(CC(=O)Nc4cc(Cl)ccc4OC)c32)cc1,-17.1%,9.6%,2.8%
CCOc1ccc(CC(=O)Nc2ccc3nc(N4CCCCC4)cc(C)c3c2)cc1OCC,-2.0%,3.0%,7.2%
COc1cc(-c2nc(-c3cccc(Cl)c3)c(-c3ccccc3)[nH]2)cc(OC)c1OC,-25.2%,10.9%[9.22 µM],-7.2%
CCN(CC)CCNC(=O)c1ccc(Cn2c(SCc3ccccc3)nc3cccnc32)cc1,-11.9%,-12.1%,-9.4%
COc1ccc(C(=O)NCc2ccc3c(c2)CCN3C(=O)c2ccc(Cl)cc2)c(OC)c1,-29.2%,9.5%,22.4%
Cc1cccc(NC(=O)CSC2=Nc3ccccc3C3=NC(CC(=O)NCc4cccs4)C(=O)N23)c1 (stereo not drawn),1.4%,2.1%,36.8%
Nc1c(-c2nc(-c3ccncc3)no2)nnn1CC(=O)Nc1ccccc1,?,5.5%,-2.9%
CCN(Cc1nc(-c2cccc(C)c2)no1)S(=O)(=O)c1ccc(C)cc1,-24.2%,10.1%,24.2%
COC(=O)CN1C(=O)CSc2ccc(S(=O)(=O)Nc3cc(C)ccc3C)cc21,-18.1%,-1.7%,23.0%
CCOC(=O)c1cccc(NC(=O)C(C)n2nc(C)c3c(C)n(-c4ccccc4)nc3c2=O)c1 (stereo not drawn),i,29.7%,?
O=C(Nc1ccc(N2CCN(CCOc3ccc(Cl)cc3)CC2)c(C(=O)O)c1)c1ccc(F)cc1,-29.4%,10.3%,-2.6%
Cc1cccc(Cn2c(=O)n(CCC(=O)NCCc3ccc(Cl)cc3)c(=O)c3sccc32)c1,i,-5.4%,-4.1%
COCCN1Cc2cccc(C(=O)Nc3ccc(C(=O)OC)cc3)c2C1=O,i,18.3%,-16.8%
COc1ccc(C)cc1NC(=O)CN(c1ccccc1)S(=O)(=O)N(C)C,-3.8%,9.3%,34.5%
Cc1cccc(C(=O)NNc2ncnc3c2cnn3-c2ccc(C)cc2C)c1,-3.1%,?,10.6%
Cc1cc(C)c(Cn2c(=O)n(CCCCC(=O)NCc3ccccc3Cl)c(=O)c3ccccc32)c(C)c1,26.4%,4.1%,-30.4%
Cc1ccc(N2CC(NC(=O)c3ccc(S(=O)(=O)N4CCOCC4)cc3)CC2=O)cc1C (stereo not drawn),-20.7%,1.3%,2.0%
CCc1ccc(CNC(=O)c2cnc(N3CCCCC3)c3ccccc23)cc1,i,8.7%,40.4%

This is a subset (hit frequency here may not be typical).
